Source: PubChem (National Center for Advancing Translational Sciences (NCATS))
GLS inh – blocks human kidney-isoform glutaminase activity; O94925; GLS enzymatic activity, qHTS titration; Potency, µM (top dose mostly 45.5 µM), for the others: top-dose activity change, negative = inhibition, actives largely listed as inhibitors; 410,000 compounds, 0.21% hits; AID 624170; note: potency is the fitted concentration of half-maximal effect; % is set by controls: 0 for no effect and ±100 for the full control effect
Target sequence (O94925 whole entry, looked up, canonical isoform): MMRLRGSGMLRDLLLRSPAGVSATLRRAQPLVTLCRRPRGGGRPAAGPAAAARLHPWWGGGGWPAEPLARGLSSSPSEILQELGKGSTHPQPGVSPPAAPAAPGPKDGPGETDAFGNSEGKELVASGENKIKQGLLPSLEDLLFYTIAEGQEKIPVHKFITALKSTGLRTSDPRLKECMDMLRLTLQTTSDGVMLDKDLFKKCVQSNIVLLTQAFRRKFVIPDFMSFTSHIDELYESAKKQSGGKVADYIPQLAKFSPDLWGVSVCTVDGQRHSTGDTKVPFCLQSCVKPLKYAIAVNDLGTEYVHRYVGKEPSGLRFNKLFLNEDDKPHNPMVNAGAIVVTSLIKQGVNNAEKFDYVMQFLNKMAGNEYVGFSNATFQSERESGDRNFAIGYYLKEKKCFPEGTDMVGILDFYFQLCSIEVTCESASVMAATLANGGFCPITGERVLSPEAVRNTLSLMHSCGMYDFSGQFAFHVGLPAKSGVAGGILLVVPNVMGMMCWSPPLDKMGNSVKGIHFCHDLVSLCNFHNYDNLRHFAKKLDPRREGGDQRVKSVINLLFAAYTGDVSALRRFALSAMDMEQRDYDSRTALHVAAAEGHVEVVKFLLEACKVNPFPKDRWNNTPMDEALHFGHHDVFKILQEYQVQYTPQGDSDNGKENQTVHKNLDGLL
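Human kidney-isoform GLS in 45 mM KH2PO4 pH 8.2, 0.02% Tween-20, with compound, started with 1mM L-Glutamine (added stock). Glutamate oxidase/HRP/Amplex red coupled fluorescence read at start and after 30 min at RT.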
TrxR1 substrate – substrates of rat thioredoxin reductase 1; O89049; purified TrxR1 substrate turnover, NADPH consumption readout; Potency, µM (doses to about 114 µM), inactives show top-dose activity change, negative = substrate turnover; 390,000 compounds, 0.01% hits; note: potency is the fitted concentration of half-maximal effect; % is set by controls: 0 for no effect and ±100 for the full control effect; nearly all actives have a fitted effect of over 50% in size
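Rat TrxR1, dispensed at 90 nM, was prereduced with 400 uM NADPH (final) for 5 min at ~22 deg C, then incubated with compound 15 min before 400 uM selenite. A first-read NADPH fluorescence drop versus no-compound background flagged substrates.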
PI4K2A block – PI4K2A (human) kinase inhibition; purified PI4K2A, ADP-Glo luminescence, 1 h; hits give low values; 420,000 compounds, 0.13% hits; activity change, negative = inhibition, % at 76.9 µM; Q9BTU6; in the data active = activity change below about -50%; inconclusive = mostly about -30% to -49%;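 note: -100% = wells without enzyme as full effect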
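ADP-Glo luminescence measured ADP generated by PI4K2A enzyme (4 ug/mL before mixing) with 1.2 mM PI substrate (pre-mix) and 300 microM ATP (pre-mix). Tris pH7.5 buffer with MgCl2, Triton X-100; 1 h reaction at ambient temperature.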
HP1b chromo inh – inhibitors of HP1-beta chromodomain binding to methylated histone tails; P83916; Potency, µM (highest dose often 114 µM), inactives show at the highest dose activity change, negative = inhibition, most hits filed as inhibitors; 390,000 compounds, 0.56% hits; AlphaScreen HP1-beta / biotin-H3K9me3 peptide binding; note: potency is the fitted concentration of half-maximal effect; nearly all actives have a fitted effect of over 70% in size; inactives centre near 23
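AlphaScreen: HP1-beta (50 nM) preformed 30 min with biotin-H3(1-18)K9me3 peptide (50 nM) in PBS pH 7.4, 0.01% Tween-20. Compound added for 30 min at RT, then streptavidin donor/nickel chelate acceptor beads (10 ug/mL) for 30 min.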
Tb PGK inh – blocks T. brucei phosphoglycerate kinase; P07378; PGK/GAPDH coupled, Kinase-Glo luminescence, 60 min; Potency, µM (titrated, usually from 57.5 µM), for inactives: at the highest dose activity change, negative = inhibition, hits mostly inhibitors; 380,000 compounds, 0.043% hits; note: potency is the fitted concentration of half-maximal effect; % is set by controls: 0 for no effect and ±100 for the full control effect; nearly all actives have a fitted effect of over 60% in size
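Luminescent ATP detection (Kinase-Glo Plus) follows a 60-minute room-temperature incubation, with wells lacking PGK as controls. Buffer: 100 mM TEA (pH 7.6), 5 mM MgCl2, 0.01% Tween-20. Coupling enzyme GAPDH (100 nM final) supplies unstable 1,3-BPG in-well.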
Pin1 inh – inhibitors of human Pin1; 390,000 compounds, 0.009% hits; Q13526; Potency, µM (titrated, usually from 115 µM), for inactives: at the highest dose activity, negative = inhibition, actives largely listed as inhibitors; AID 504891; Pin1 FP peptide displacement, HiFluor488, 10 min; active = well fitted inhibition curve with a large enough effect in the polarisation, with a control signal flat, not every such curve was filed as active; inconclusive = small, poorly fitted or top-dose-only effect, or effect the other way, or a change in a side signal; inactive = no such curve, though single readings can be large or run the other way; the % refers to the polarisation; note: potency is the fitted concentration of half-maximal effect; % is set by controls: 0 for no effect and ±100 for the full control effect
rTrxR1 inhibitor – blocks rat thioredoxin reductase 1; O89049; recombinant rTrxR1, NADPH fluorescence consumption, selenite substrate; Potency, µM (series often up to 114 µM), without a hit: at the top dose activity change, negative = inhibition, hits mostly inhibitors; 390,000 compounds, 1% hits; AID 588453; note: potency is the fitted concentration of half-maximal effect; % is set by controls: 0 for no effect and ±100 for the full control effect; nearly all actives have a fitted effect of over 65% in size
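Rat TrxR1 (90 nM in the dispensed reagent) was pre-reduced with 400 uM NADPH for 5 min at room temperature, then incubated with compound for 15 min. After 400 uM selenite was added, NADPH fluorescence (Ex 340/Em 450 nm) was followed for 8 min.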
mIDH1 inhibitor – inhibitors of human mutant IDH1 R132H; 390,000 compounds, 0.093% hits; Potency, µM (titrated, usually from 76.6 µM), for the others: top-dose activity change, negative = inhibition, usual class: inhibitors; IDH1-R132H enzyme, NADPH consumption, diaphorase/resazurin fluorescence; AID 602179; O75874; note: potency is the fitted concentration of half-maximal effect; % is set by controls: 0 for no effect and ±100 for the full control effect; nearly all actives have a fitted effect of over 65% in size
Target sequence (O75874 whole entry R132H, stated change not applied): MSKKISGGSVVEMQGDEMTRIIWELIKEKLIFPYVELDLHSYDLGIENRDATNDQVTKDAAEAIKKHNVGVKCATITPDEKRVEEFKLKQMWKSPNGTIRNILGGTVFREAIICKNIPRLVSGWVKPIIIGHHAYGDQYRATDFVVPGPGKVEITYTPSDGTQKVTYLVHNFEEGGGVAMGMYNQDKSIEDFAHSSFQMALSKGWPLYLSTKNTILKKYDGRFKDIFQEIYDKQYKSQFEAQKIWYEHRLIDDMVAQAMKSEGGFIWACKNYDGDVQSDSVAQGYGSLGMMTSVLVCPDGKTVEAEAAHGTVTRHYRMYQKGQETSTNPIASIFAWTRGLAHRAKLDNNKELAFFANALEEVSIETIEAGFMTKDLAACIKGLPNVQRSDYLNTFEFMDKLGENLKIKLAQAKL
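IDH1-R132H (0.5 ug/mL) preincubated 30 min with compound, then NADPH (0.016 mM) and alpha-KG (2 mM) added; 80 min at RT, pH 7.5. Remaining NADPH coupled via diaphorase/resazurin to fluorescence (540/590 nm); concentration-response curves normalized to no-enzyme control.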
USP1-UAF1 inh – inhibitors of human USP1/UAF1 deubiquitinase; O94782; AID 743255; Potency, µM (series often up to 57.1 µM), without a hit: top-dose activity change, negative = inhibition, actives largely listed as inhibitors; 390,000 compounds, 0.23% hits; recombinant USP1/UAF1, Ub-Rhodamine cleavage fluorescence; note: potency is the fitted concentration of half-maximal effect; % is set by controls: 0 for no effect and ±100 for the full control effect; nearly all actives have a fitted effect of over 60% in size; inactives centre near -12
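In this screen, compounds sit with the deubiquitinase complex (1nM) for 15 min at room temperature before Ub-Rho is added at 150nM final. Fluorescence rise is then followed for 6 reads every 60 seconds.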
Active calls of the source: *; i = inactive; u = inconclusive; x = no result given; & = joins results of further samples; [ ] = remark or other dose. Unless noted, calls come from the whole dose curve; as a rule, active = well fitted curve in the direction sought with a large enough effect; inconclusive = small, poorly fitted or top-dose-only effect, or another doubt; inactive = no such curve, though single readings can be large; an effect the other way counts as inactive or inconclusive. Not all compounds are listed, so the mix of outcomes need not match the whole.

SMILES	GLS inh	TrxR1 substrate	PI4K2A block	HP1b chromo inh	Tb PGK inh	Pin1 inh	rTrxR1 inhibitor	mIDH1 inhibitor	USP1-UAF1 inh
C=CCNC(=O)C(=O)NCC(c1ccc2c(c1)OCO2)N1CCN(c2ccc(F)cc2)CC1 (configuration not stated)	-7%	-1%	6	-16%	-8%	-3%	4%	2%	-24%
O=C(CCN1CCOCC1)N1c2ccccc2Sc2ccc(Cl)cc21	2%	-3%	-3	38%[activator]	-2%	-1%	5%	4%	-20%
C/C(=C\c1ccc(F)cc1)C(=O)c1c(C)cc(C)[nH]c1=O	3%	-4%	2	28%	2%	0%	9%	-6%	-7%
CC(=O)c1ccc(N2CCN(c3ncccn3)CC2)cc1	-12%	-1%	1	18%	1%	-2%	8%	7%	-23%
CN(C)Cc1ccccc1CCc1ccccc1	0%	6%[57.1 µM]	-1	20%	4%	-6%	15%	20%	-10%
COc1cccc(CN(C)C(=O)c2ccccc2SCC(=O)N2CCCC2)c1	0%	6%	4	26%	5%	5%	21%	1%	-17%
CCOC(=O)CN1C(=O)C(O)(CC(=O)c2ccccn2)c2ccccc21 (configuration not stated)	-10%	-5%	3	13%	-5%	-6%	-6%	2%	-13%
CCOc1ccc(C2C(C(=O)Nc3ccccc3OC)=C(C)Nc3c(C(=O)Nc4cccc(C)c4)cnn32)cc1 (configuration not stated)	8%	10%	0	13%	0%	13%	32%	-5%	3%
CCOC(=O)N1CCC(N2C(=O)c3ccc(C(=O)NCCOC)cc3C2=O)CC1	0%	1%	9	49%[activator]	-4%	-3%	7%	0%	-8%
Nc1[nH]n2c(=O)c3c(nc2c1N=Nc1ccc(Cl)cc1)CCCC3	3%	6%[57.1 µM]	-3	-23%	-4%	-2%	11%[57.1 µM]	6%	0%
O=P(c1ccccc1)(c1ccccc1)c1cc(S(=O)(=O)O)ccc1O	-16%	12%	-1	35µM*	u	-18%	26%	0%	-23%
O=C(Cc1n[nH]c(=O)c2ccccc12)OCC(=O)c1ccc(F)cc1	-1%	-1%	-6	27%	-11%	5%	-5%	-2%	0%
CN(CC(=O)Nc1c(Cl)cccc1Cl)C(=O)CNC(=O)C1CCCCC1	0%	1%	0	22%	-3%	1%	13%	-8%	2%
CC[n+]1cc(-c2ccccc2)nc(N2CCOCC2)n1	0%	-13%	-7	6%	x	-6%	4%	0%	-9%
CCOc1c(Br)cc(/C=C(\C#N)C(=O)NC2CC2)cc1OC	12%	3%	27	27%	0%	1%	u	0%	-14%
COc1ccc([N+](=O)[O-])cc1NC(=O)CSCc1cc(C)cc(C)c1	-4%	3%	2	-24%	-11%	0%	15%	10%	-10%
O=C(/C=C/c1ccco1)Nc1ccccc1N1CCOCC1	9%	-2%	0	31%	4%	10%	u	0%	-11%
CC1C(c2ccccc2)=[N+]([O-])C2(CCCCC2)N1O (configuration not stated)	8%	3%[57.1 µM]	6	51%[activator]	5%	-11%	7%	-3%	7%
COC(=O)c1ccc(/C=C/C(=O)O)cc1	1%	-3%	0	46%[activator]	i	7%	12%	-5%	-16%
CCCn1c(N)c(N(CCOC)C(=O)c2ccc(C#N)cc2)c(=O)[nH]c1=O	-1%	10%	-2	27%	-1%	-7%	30%	0%	u
COc1ccc(/C=N/NC(=O)CCCOc2ccc(Cl)cc2Cl)cc1	4%	-5%	-1	48%[activator]	-5%	8%	1%	0%	-20%
COc1ccc(S(=O)(=O)N2CCc3ccccc32)cc1C(=O)NC1(C)CCS(=O)(=O)C1 (configuration not stated)	-2%	1%	-3	42%[activator]	4%	-2%	16%	-3%	-9%
O=C(COc1ccc(S(=O)(=O)N2CCCCC2)cc1)NCc1ccccn1	3%	-6%	2	24%[57 µM]	-2%	0%	2%	0%	-15%
Nc1nnnn1/N=C/c1ccccc1O	-3%	-9%	-1	24%	i	0%	8%[57.1 µM]	-2%	-1%
Cc1ccc2[nH]c(=O)c(C(c3nnnn3C3CCCC3)N3CCCc4ccccc43)cc2c1 (configuration not stated)	-1%	-5%	-10	-9%	-5%	-1%	u	5%	-28%
CCCNC(=O)NC(=O)CN1C(=O)NC(C)(c2ccc3ccccc3c2)C1=O (configuration not stated)	-5%	11%[0.0914 µM]	-2	3%	-6%	-6%	0%[57.1 µM]	-3%	-13%
COc1ccc(NC(=O)CC2C(=O)N(c3cccc(OC)c3)C(=O)N2Cc2ccco2)cc1 (configuration not stated)	12%	3%[57.1 µM]	-3	15%	1%	2%	0%[57.1 µM]	5%	-13%
O=C(Nc1ccccc1)C1=C[C@H](c2ccc(C(F)(F)F)cc2)C[C@H](OCc2ccc(CO)cc2)O1	-2%	3%[57.1 µM]	1	4%	-7%	u	28%[57.1 µM]	-4%	u
CNC(=O)c1sccc1SCc1c(Cl)cccc1Cl	2%	3%	-19	44%[activator]	0%	-11%	8%	3%	-12%
CCc1ccc(-n2nc3cc(C)c(NC(=O)c4cc(Cl)ccc4OC)cc3n2)cc1	-13%	10%[11.4 µM]	-6	29%	-6%	-1%	14%	21%	-16%
Cc1ccc(S(=O)(=O)N(CC(=O)N2CCC(C)CC2)Cc2ccccc2F)cc1	-4%	-1%	5	25%	6%	-1%	8%	6%	-20%
CC(=O)Nc1ccc(S(=O)(=O)N2CCC(Oc3ccc(-n4cnnn4)cc3)CC2)cc1	2%&7%	1%&0%	4&-1	40%&60%[activator]	15%	31%&-2%[activator]	9%&16%	-9%&1%	-23%&-2%
CCC(=O)N1CCc2cc(Br)cc(S(=O)(=O)N3CCN(c4cc(C)ccc4C)CC3)c21	-2%	2%	6	7%	-1%	0%	22%	0%	-19%
CCCCN(C(=S)NC(=O)c1ccccc1)c1c(N)n(Cc2ccccc2)c(=O)[nH]c1=O	27%	-8%	-5	47%[activator]	-6%	-10%	-13%	-17%	-6%
COc1ccc(CN(C)C[C@@H]2OCc3cnnn3CCCC(=O)N([C@@H](C)CO)C[C@H]2C)cc1	4%	x	1	x	-6%	x	x	-5%	-4%
Cc1ccc(Cn2nc3c4cc(F)ccc4n(Cc4ccc(F)cc4)cc-3c2=O)cc1	-2%	-17%	7	8%	i	-9%	-12%	-12%	-9%
COc1cccc(NC(=O)COC(=O)c2c(C)noc2C)c1	-7%	-3%	-3	61%[activator]	-1%	0%	7%	-2%	-17%
Cc1ccc(CSC2=NCCN2C(=O)C2CC2)cc1	1%	4%	2	70%[activator]	4%	-6%	7%	1%	-16%
O=C(/C=C/c1ccccc1)Nc1cccc(C(=O)N2CCCC2)c1	-6%	-4%	5	78%[activator]	-5%	0%	3%	8%	u
O=C(c1cccs1)N(Cc1cccnc1)c1nc2c(F)cc(F)cc2s1	-7%	0%[57.1 µM]	1	15%	-8%	-5%	13%[57.1 µM]	-8%	u
O=C(Cn1nc2c(cc1=O)CCCC2)Nc1ccccc1C(F)(F)F	-3%	-1%[57.1 µM]	-3	19%[57 µM]	i	-4%	20%[57.1 µM]	0%	-7%
COc1cc(-c2nnc(SCc3ccccc3Cl)o2)cc(OC)c1OC	8%	-4%	2	54%[activator]	1%	0%	2%	-6%	-18%
CCOC(=O)c1ccc(NC(=O)c2cccc(S(=O)(=O)N3CCOCC3)c2)cc1	0%	-7%	-5	5%	-1%	-2%	-1%	0%	-15%
O=C(NCCc1ccccc1)C1CCC(CNc2nc(=S)[nH]c3ccccc23)CC1 (configuration not stated)	24%	8%[57.1 µM]	-7	22%	8%	-1%	17%[57.1 µM]	-8%	-7%
CCc1nn(CC(=O)N2CCN(c3ccc(F)cc3)CC2)c(=O)c2cc3occc3n12	13%	2%	11	39%	-2%	-4%	8%	-1%	-21%
COc1cc(CN2CCCCCC2)cc([N+](=O)[O-])c1O	16%	-4%	4	-20%	-7%	-2%	26%	2%	-11%
O=C(Nn1c(C2CCCCC2)nc2ccccc2c1=O)c1cc(Cl)ccc1[N+](=O)[O-]	-3%	-2%	-4	18%	i	-2%	8%[57.1 µM]	0%	-3%
C/C(=N\NC(=O)CNc1ccccc1Cl)C(C)(C)C	13%	-8%	4	33%	5%	u	-8%	0%	0%
COc1cccc(Cn2cccc(NC(=O)NC3CCCCC3)c2=O)c1	-10%	15%	-30	10%	-5%	-1%	-11%	9%	-22%
CC(=O)N1CCc2cc(C(=O)CN3CCN(c4ccccn4)CC3)ccc21	-1%	2%	-2	37%	2%	-11%	u	-5%	-27%

Part of the list above, with bars between the fields.
Structure | GLS inh | TrxR1 substrate | PI4K2A block | HP1b chromo inh | Tb PGK inh | Pin1 inh | rTrxR1 inhibitor | mIDH1 inhibitor | USP1-UAF1 inh
O=C(Cn1nc2c(cc1=O)CCCC2)Nc1ccccc1C(F)(F)F | -3% | -1%[57.1 µM] | -3 | 19%[57 µM] | i | -4% | 20%[57.1 µM] | 0% | -7%
COc1cc(-c2nnc(SCc3ccccc3Cl)o2)cc(OC)c1OC | 8% | -4% | 2 | 54%[activator] | 1% | 0% | 2% | -6% | -18%
CCOC(=O)c1ccc(NC(=O)c2cccc(S(=O)(=O)N3CCOCC3)c2)cc1 | 0% | -7% | -5 | 5% | -1% | -2% | -1% | 0% | -15%
